Source: PubChem BioAssay (several laboratories)
ABHD5-PLIN5 inh = ABHD5-PLIN5 interaction inhibitors, primary screen, cell lysate, split luciferase complementation, luminescence; inhibition, % at 4 µM; AID 602281, 2012; actives 0.78% (n = 360,000); Perilipin-5 (Homo sapiens) + 1-acylglycerol-3-phosphate O-acyltransferase ABHD5 (Homo …; Split G. princeps luciferase complementation, 4 h;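 active = inhibition above the mean inhibition across every tested compound plus 3 SD, cut at about 22% in these data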;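 also: 0% = DMSO only wells and the 100% control is not disclosed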
Exocytosis inh = LAMP-1 surface exposure blockers, TALL-104 cells – cell-based, flow cytometry, MLPCN library, primary screen | TALL-104 LAMP-1 surface exposure; cells stimulated with thapsigargin and PMA | inhibition, % at 10 µM | actives 0.66% (n = 360,000);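 active = inhibition above about 55%, limit read from the data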
NOD2-RIPK2 inh = NOD2-RIPK2 binding disruptors in cells, primary screen, fluorescence, CHO cells, BLA complementation. Receptor-interacting serine/threonine-protein kinase 2 (Homo sapiens), O43353. CCF4 ratio. inhibition, % at 4.98 µM. actives 0.38% (n = 360,000); in the data active = inhibition above about 21%;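 also: 0% = vehicle only and 100% = reference blocker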
TROY NFkB inh = inhibitors of TROY-driven NF-kB signaling, primary screen, Q293 LMP1-TROYcd cells, NF-kB luciferase, uHTS | actives 0.98% (n = 360,000) | inhibition, % at 10 µM | AID 1347056, 2019 | Q293 LMP1-TROYcd NF-kB luciferase reporter, 4 h;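 active = compounds whose plate-normalised and pattern-corrected inhibition of the luciferase reporter signal at the single screening dose is 50% or more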
TLR9-MyD88 block = inhibitors of TLR9-MyD88 association in cells, primary screen, cell-based, CHO, BLA complementation, fluorescence; CCF4 FRET ratio; inhibition, % at 4.98 µM; actives 0.21% (n = 340,000); AID 504734, 2011;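 active = inhibition above the mean over all tested compounds plus 3 SD, cut at about 21% in these data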;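 also: 0% = DMSO only wells and 100% = clavulanate BLA inhibitor control wells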
NCOA3 inh = SRC3 coactivator transcriptional activity inhibitors, primary screen, cell-based, luminescence | Nuclear receptor coactivator 3 (Homo sapiens), Q9Y6Q9 | HEK293 GAL4-SRC3 luciferase reporter | inhibition, % at 3.6 µM | actives 0.17% (n = 360,000) | AID 588352, 2011;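 active = inhibition above a per-campaign cutoff, the mean of all compounds plus 3 SD, cut at about 60% in these data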;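 also: 0% = DMSO-treated cells and 100% = gossypol-treated cells at 36 µM; higher means less SRC3-driven luciferase light from the GAL4 reporter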
NCOA2 inhibitor = inhibition of GAL4-SRC2 driven luciferase reporter, primary screen, SRC2 inhibitor project, cell-based, luminescence; actives 0.17% (n = 370,000); Nuclear receptor coactivator 2 (Homo sapiens), Q15596; HEK293 GAL4-SRC2 luciferase reporter; AID 651957, 2012; inhibition, % at 9 µM;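 active = inhibition above the mean inhibition of all tested compounds plus 3 SD, set per campaign, cut at about 52% in these data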;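 also: 0% = DMSO treated cells and 100% = cells given Gossypol at 36 µM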
NCOA1 inh = SRC1 coactivator transcriptional activity inhibitors, primary screen, cell-based, luminescence. Nuclear receptor coactivator 1 (Homo sapiens), Q15788. HEK293 GAL4-SRC1 luciferase reporter. inhibition, % at 3.6 µM. actives 0.12% (n = 360,000). AID 588354, 2011;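 active = inhibition above the campaign mean plus 3 SD, with each screening campaign given its own cutoff, cut at about 60% in these data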;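 also: 0% = DMSO treated cells and 100% = gossypol at 36 µM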
LRH-1 inv ag = LRH-1 (NR5A2) inverse agonists, primary screen, cell-based, luminescence, HEK293T, StAR-luciferase reporter | Nuclear receptor subfamily 5 group A member 2 (Homo sapiens), O00482 | LRH-1 transfected, 24 h | inhibition, % at 3.6 µM | actives 0.13% (n = 360,000) | AID 602396, 2012;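 active = inhibition above the mean inhibition of all tested compounds plus 3 SD, cut at about 73% in these data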;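 also: 0% = DMSO wells and 100% = reporter-only cells lacking LRH-1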
Target sequence (O00482 whole entry, looked up): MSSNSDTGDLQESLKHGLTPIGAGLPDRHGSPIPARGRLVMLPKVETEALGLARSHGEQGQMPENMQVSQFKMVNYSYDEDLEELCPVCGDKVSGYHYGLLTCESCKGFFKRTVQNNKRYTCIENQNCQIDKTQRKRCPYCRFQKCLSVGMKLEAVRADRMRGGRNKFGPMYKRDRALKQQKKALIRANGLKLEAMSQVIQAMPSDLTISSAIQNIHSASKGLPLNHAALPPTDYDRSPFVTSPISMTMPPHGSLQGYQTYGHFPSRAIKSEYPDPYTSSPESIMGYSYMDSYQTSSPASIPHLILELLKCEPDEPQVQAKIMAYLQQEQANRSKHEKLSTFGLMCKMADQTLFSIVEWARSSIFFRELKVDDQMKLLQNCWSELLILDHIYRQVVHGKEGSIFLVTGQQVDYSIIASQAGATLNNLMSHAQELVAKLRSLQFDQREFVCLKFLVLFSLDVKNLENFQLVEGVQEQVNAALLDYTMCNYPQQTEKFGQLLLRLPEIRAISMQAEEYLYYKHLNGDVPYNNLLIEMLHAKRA
NR2F2 inh = NR2F2 transcriptional activity inhibitors, primary screen, cell-based, luciferase reporter, HEK293T, luminescence. actives 0.7% (n = 370,000). HEK293T NGFI-A luciferase reporter. inhibition, % at 8.6 µM. COUP transcription factor 2 (Homo sapiens), P24468;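 active = inhibition above a per-plate cutoff, mean inhibition of test wells between control levels plus 3 SD, cut at about 38% in these data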;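 also: cells cotransfected with COUP-TFII expression vector driving the NGFI-A reporter; 0% = median of COUP-TF2 test wells and 100% = reporter-only cells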
TWEAK Fn14 block = inhibitors of TWEAK-Fn14 signaling, primary screen, luciferase reporter cells, uHTS; TWEAK-stimulated Fn14 reporter cells, luciferase luminescence, 8 h; AID 1159606, 2016; inhibition, % at 10 µM; actives 2% (n = 360,000); in the data active = inhibition above about 50%
* hit, by the source's call; · = not tested or not shown. Not all compounds are listed. The share of hits here may be higher or lower than overall.

molecule,ABHD5-PLIN5 inh,Exocytosis inh,NOD2-RIPK2 inh,TROY NFkB inh,TLR9-MyD88 block,NCOA3 inh,NCOA2 inhibitor,NCOA1 inh,LRH-1 inv ag,NR2F2 inh,TWEAK Fn14 block
COc1cc(CC(=O)OCn2nnc3ccccc3c2=O)cc(OC)c1OC,-0.6,-5.9,-7.3,8.9,-4.2,12.2,6.5,-10.4,-2.4,-17.9,10.7
CCCn1c(=O)c2ccccc2n2c(SCCOc3ccc(Cl)cc3)nnc12,0.1,-6.1,-21.3,-3.2,2.8,-0.9,-3.5,-3.2,-7.8,4.4,-14.3
CCOCCCNC(=O)C(NC(=O)CNC(C)=O)c1ccc(Cl)cc1 (stereo unspecified),-3.6,-1.1,4.0,6.9,6.5,21.2,6.4,3.2,5.9,6.2,7.6
OC(COCC1COc2ccccc2O1)CN1CCN(c2ccc(F)cc2)CC1 (stereo unspecified),1.7,-15.5,2.4,14.7,0.8,4.7,12.0,-5.4,-2.2,4.0,4.0
COC(=O)[C@]1(Cc2ccccc2)N[C@H](CN(C)C(=O)c2ccc(C)cc2)[C@@H]2C(=O)N(C)C(=O)[C@@H]21,1.2,-2.5,10.6,-8.8,10.7,-2.8,-15.8,-13.1,-7.2,9.7,12.2
CCOc1ccc(-c2cc(C(=O)OC)nc3c2c(=O)n(C)c(=O)n3C)cc1,2.5,0.3,2.5,1.0,6.5,-11.2,-16.9,1.1,-7.2,2.3,-12.8
c1cncc(CSc2nnc3ccc(-c4ccncc4)nn23)c1,7.7,-1.0,-6.7,19.5,1.1,27.2,2.7,11.3,32.9,7.8,-12.0
O=C(Nc1ccccc1)Nc1cc([N+](=O)[O-])ccc1F,-1.7,2.2,-4.7,-20.5,-6.2,10.0,14.2,-7.3,-17.4,13.4,-9.2
O=C(Nc1ccc2c(c1)OCCO2)C(CCc1ccccc1)N1CCC(Cc2ccccc2)CC1 (stereo unspecified),-2.8,7.1,0.5,-16.6,·,2.4,-62.9,-1.2,-26.6,-11.9,-38.3
CC(C)NC(=O)c1ccc(CNC(=O)OCC(F)(F)F)cc1,-3.3,9.2,-1.6,-0.1,1.2,4.7,-4.6,-13.8,-15.0,-25.8,10.0

Among those listed so far, 2 have sulfur.
molecule,ABHD5-PLIN5 inh,Exocytosis inh,NOD2-RIPK2 inh,TROY NFkB inh,TLR9-MyD88 block,NCOA3 inh,NCOA2 inhibitor,NCOA1 inh,LRH-1 inv ag,NR2F2 inh,TWEAK Fn14 block
CCCn1c(=O)c2ccccc2n2c(SCCOc3ccc(Cl)cc3)nnc12,0.1,-6.1,-21.3,-3.2,2.8,-0.9,-3.5,-3.2,-7.8,4.4,-14.3
c1cncc(CSc2nnc3ccc(-c4ccncc4)nn23)c1,7.7,-1.0,-6.7,19.5,1.1,27.2,2.7,11.3,32.9,7.8,-12.0

The listing picks up, repeating the 6 entries before the break.
molecule,ABHD5-PLIN5 inh,Exocytosis inh,NOD2-RIPK2 inh,TROY NFkB inh,TLR9-MyD88 block,NCOA3 inh,NCOA2 inhibitor,NCOA1 inh,LRH-1 inv ag,NR2F2 inh,TWEAK Fn14 block
COC(=O)[C@]1(Cc2ccccc2)N[C@H](CN(C)C(=O)c2ccc(C)cc2)[C@@H]2C(=O)N(C)C(=O)[C@@H]21,1.2,-2.5,10.6,-8.8,10.7,-2.8,-15.8,-13.1,-7.2,9.7,12.2
CCOc1ccc(-c2cc(C(=O)OC)nc3c2c(=O)n(C)c(=O)n3C)cc1,2.5,0.3,2.5,1.0,6.5,-11.2,-16.9,1.1,-7.2,2.3,-12.8
c1cncc(CSc2nnc3ccc(-c4ccncc4)nn23)c1,7.7,-1.0,-6.7,19.5,1.1,27.2,2.7,11.3,32.9,7.8,-12.0
O=C(Nc1ccccc1)Nc1cc([N+](=O)[O-])ccc1F,-1.7,2.2,-4.7,-20.5,-6.2,10.0,14.2,-7.3,-17.4,13.4,-9.2
O=C(Nc1ccc2c(c1)OCCO2)C(CCc1ccccc1)N1CCC(Cc2ccccc2)CC1 (stereo unspecified),-2.8,7.1,0.5,-16.6,·,2.4,-62.9,-1.2,-26.6,-11.9,-38.3
CC(C)NC(=O)c1ccc(CNC(=O)OCC(F)(F)F)cc1,-3.3,9.2,-1.6,-0.1,1.2,4.7,-4.6,-13.8,-15.0,-25.8,10.0
Cc1ccc(CNC(=O)c2ccc(N3CCC4(CC3)CC(c3ccccc3)=NO4)c([N+](=O)[O-])c2)cc1,-5.8,4.5,11.1,11.8,7.4,15.9,-8.4,-2.1,16.5,8.8,-3.4
CC1CCCC(C)N1C(=O)COC(=O)c1ccccc1C(=O)c1ccccc1 (stereo unspecified),-5.7,-12.3,-0.6,12.7,-3.4,4.8,-2.9,-24.8,-8.1,4.7,3.3
CCOc1ccc2nc(NC(=O)c3cnc(C)cn3)sc2c1,-12.9,6.8,-0.5,-21.5,-3.8,-39.4,-13.0,-24.3,-34.2,-2.7,0.0
CCOC(=O)c1ccc(NC(=O)N(CC)CC)cc1,-2.0,2.8,-3.2,6.4,2.0,-70.0,-53.8,-93.3,-78.3,-49.6,19.4
COc1cc(CCC(=O)OCC(=O)NCCc2ccc(S(N)(=O)=O)cc2)cc(OC)c1OC,3.5,1.3,5.9,-9.2,-5.0,11.7,-2.5,7.4,0.3,11.3,-15.8
C/C=C\C=C/C(=O)Nc1cccc(C2=NOC3(C2)C[C@@H](C(N)=O)N(C(=O)c2ccc(Cl)cc2)C3)c1 (stereo partly specified),1.2,2.0,-5.2,-1.4,-5.4,-10.0,-10.5,-9.1,0.3,0.7,-6.6
Cc1ccc(NC(=O)c2cc(-c3ccc(F)cc3)on2)cc1C,-6.9,-5.4,0.0,-19.9,-10.3,-11.6,-38.3,-11.1,-12.8,-15.5,-15.3
COCCn1c(COc2cccc(OC)c2)nnc1SCC(=O)NC1CCCC1,0.1,7.9,-0.6,-4.9,3.7,7.0,-27.0,5.3,9.2,15.8,-15.5
COc1ccc(C(C(=O)NC(C)(C)C)N(C(=O)CNC(=O)c2cccs2)c2ccc(C(C)C)cc2)cc1OC (stereo unspecified),-2.6,0.5,-7.4,7.2,-10.1,7.0,14.9,3.1,3.9,6.1,-1.8
Cn1c(=O)[nH]c(=O)c2c1nc(NCCCn1ccnc1)n2Cc1ccccc1,10.8,1.0,6.9,2.2,-2.8,8.5,-1.1,4.2,9.0,-11.1,9.7
COc1cc(-c2nc3ccccn3c2/N=C/c2cccc(F)c2)ccc1O,-3.6,0.6,-8.7,7.6,0.2,11.7,-4.3,-4.8,2.5,-17.7,-1.5
CCCCn1c(SCC(=O)NCCOC)nc2ccc(N3CCOCC3)cc2c1=O,8.2,-3.8,-11.6,-13.7,-4.0,-0.5,28.0,-44.9,-11.3,11.5,-6.8
